PostGolgi yeast: phenotypic screen on post-Golgi transport, primary screen. 98,000 compounds, 0.9% hits. inhibition, % at 10 µM. post-Golgi transport phenotypic cell assay. AID 739, 2007;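 further: yeast cells grown in 1536-well plates; yeast grown about 18 h at 30C before absorbance read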
HUVEC prolif 384: inhibitors of HUVEC proliferation, primary screen, cell-based, 384-well | viability, % at 10 µM (by protocol) | 86,000 compounds, 1.1% hits | CellTiter-Glo luminescence, 72 h; hits give low values | AID 648, 2007;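 active means viability at or below 30%; inactive means viability above 30%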;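 further: 100% = median luminescence of DMSO-only cell control wells on each plate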
DAT uptake mod: changed hDAT dopamine uptake under cocaine IC80, either direction, primary screen, cocaine antagonist project, cell-based, LLC-PK1 hDAT, [14C]-dopamine uptake, MLSMR. LLC-PK1 hDAT cells, [14C]-dopamine uptake with cocaine IC80; actives deviate in either direction. B-score at 10 µM. 110,000 compounds, 1.3% hits. AID 449768, 2010;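 active means Z score or B-score, a plate-position-corrected score, falls beyond the plate's 99.7% confidence bounds, in either direction; inactive means both scores lie inside the 99.7% bounds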;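 further: scored against the spread of the other compound wells on the same plate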
Target sequence (Q01959 whole entry, looked up): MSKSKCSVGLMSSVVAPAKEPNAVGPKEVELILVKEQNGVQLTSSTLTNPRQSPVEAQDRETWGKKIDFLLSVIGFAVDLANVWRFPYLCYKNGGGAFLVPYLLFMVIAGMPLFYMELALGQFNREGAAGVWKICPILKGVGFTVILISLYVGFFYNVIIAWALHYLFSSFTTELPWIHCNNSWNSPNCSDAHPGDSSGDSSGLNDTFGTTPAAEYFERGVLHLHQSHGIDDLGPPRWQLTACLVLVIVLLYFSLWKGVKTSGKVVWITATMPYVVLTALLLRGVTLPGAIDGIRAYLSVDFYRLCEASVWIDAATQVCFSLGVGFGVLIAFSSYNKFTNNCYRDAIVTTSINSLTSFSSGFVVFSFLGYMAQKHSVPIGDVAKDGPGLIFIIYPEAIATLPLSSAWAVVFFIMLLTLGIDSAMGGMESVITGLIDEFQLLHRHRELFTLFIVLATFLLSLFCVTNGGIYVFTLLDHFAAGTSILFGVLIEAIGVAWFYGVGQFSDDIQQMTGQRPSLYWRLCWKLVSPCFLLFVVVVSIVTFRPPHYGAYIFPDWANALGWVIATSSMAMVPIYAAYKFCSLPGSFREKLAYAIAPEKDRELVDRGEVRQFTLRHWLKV
PostGolgi ctrl: growth inhibition of yeast control strain, primary screen, counter-screen for post-Golgi transport modulator project. 98,000 compounds, 5% hits. inhibition, % at 10 µM. efflux-deficient yeast background strain, growth absorbance A615, 16 h
H69AR inhibit: proliferation blockers of H69AR lung cancer cells, primary screen, cell-based, human, 86K library; H69AR lung tumor viability, ATP luminescence, 72 h; hits give low values; viability, % at 10 µM; 85,000 compounds, 6% hits;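 active means viability at or below 40%; inactive means viability above 40%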;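 further: multidrug resistant small cell line overexpressing MRP-1 efflux transporter; 100% = mean luminescence of untreated control wells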
Lung fibro prol: antiproliferative effect on LL 47 fibroblasts – human, LL 47 cells, CellTiter-Glo luminescence, primary screen; LL 47 human lung fibroblast viability, ATP luminescence; hits give low values; viability, % at 10 µM; 85,000 compounds, 1.1% hits; AID 719, 2007;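 active means viability at or below 50% in the single dose screen; inactive means viability above 50%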;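 further: compound exposure lasted 72 h before the ATP readout; 100% = median luminescence of untreated cell-only wells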
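test system = LL 47 human lung fibroblasts | amount = 1,150 fibroblasts seeded per well | medium = 15% FBS in IMEM | times = overnight cell rest, 72 h compound treatment at 37 °C | measured by = CellTiter-Glo luminescence measuring cellular ATP | read-out = viability percentage against median untreated-cell control | benchmarks = cell-only wells, no compound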
E coli WT exp: growth inhibitors of wild-type E. coli, primary screen, strain BW25113, expanded library, OD600 | 98,000 compounds, 0.15% hits | AID 710, 2007 | growth inhibition, % at 100 µM | OD600 absorbance;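 active means growth inhibition above about 50% at one test dose, limit read from the data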;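 further: growth measured after 20 h incubation at 37 °C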
S1P2 blocker: human S1P2 receptor antagonists, primary screen, cell-based. 97,000 compounds, 0.21% hits. cell-based S1P2 antagonist assay, inhibition at 5 uM. AID 736, 2007. inhibition, % at 5 µM; in the data active means inhibition above about 45%;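 further: CRE beta-lactamase reporter cells expressing human S1P2 stimulated with S1P; 0% = agonist at EC80 alone and 100% = agonist plus reference antagonist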
Target sequence (O95136 whole entry, looked up): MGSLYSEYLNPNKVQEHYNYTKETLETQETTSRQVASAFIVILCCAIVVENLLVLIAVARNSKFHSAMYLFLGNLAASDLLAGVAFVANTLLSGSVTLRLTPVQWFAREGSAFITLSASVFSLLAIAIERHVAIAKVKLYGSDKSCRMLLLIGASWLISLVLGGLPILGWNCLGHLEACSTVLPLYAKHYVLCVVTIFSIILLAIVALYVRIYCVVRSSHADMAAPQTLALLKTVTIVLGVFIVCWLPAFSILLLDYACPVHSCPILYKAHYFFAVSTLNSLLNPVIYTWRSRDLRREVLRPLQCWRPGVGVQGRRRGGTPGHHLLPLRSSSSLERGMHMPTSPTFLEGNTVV
S1P2 ag: S1P2 receptor agonists, primary screen, cell-based; Sphingosine 1-phosphate receptor 2 (Homo sapiens), O95136; S1P2-expressing cell line, agonist reporter read-out; activation, % at 4.5 µM; 97,000 compounds, 0.46% hits; in the data active means activation above about 16%;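 further: 0% = vehicle low control and 100% = maximal reference agonist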
Active calls of the source: *; . = not tested or not shown. Unless noted, no stated cut-off is given here; in the data, active means inhibition above about 30%; inactive means the rest.

SMILES	PostGolgi yeast	HUVEC prolif 384	DAT uptake mod	PostGolgi ctrl	H69AR inhibit	Lung fibro prol	E coli WT exp	S1P2 blocker	S1P2 ag
COc1ccc(/C=N/Nc2ccccc2)cc1Cn1nc(C)c([N+](=O)[O-])c1C	-1.4	60.1	-0.605	3.2	82.7	97.3	-4.0	-1.1	-6.0
CCOC(=O)Cc1csc(NS(=O)(=O)c2ccccc2)n1	8.0	.	-0.119	2.0	.	.	7.0	-2.8	-3.9
Cc1ccc(/C=C/C(=O)NC(=S)Nc2ccccc2C(=O)NC2CCCCC2)cc1	0.2	.	0.188	1.4	.	.	-1.0	11.0	-3.4
CCN(C(=O)c1c(OC)cccc1OC)c1nnc(-c2cccnc2)s1	-9.0	93.7	0.961	13.3	61.1	93.8	0.0	.	.
CCOC(=O)c1cn(CC)c2ccc(S(=O)(=O)N3CC(C)CC(C)C3)cc2c1=O (configuration not stated)	5.8	100.0	.	-1.8	99.4	90.6	3.0	17.0	-7.1
O=P(O)(CN1CCCCC1)CN1CCCCC1	2.1	97.1	-0.687	3.9	.	99.4	1.0	.	.
Cc1ccc(N(CC(=O)Nc2ccc(F)c(Cl)c2)S(=O)(=O)c2c(C)noc2C)cc1	0.0	87.3	0.719	1.2	73.4	82.8	-6.0	-16.4	0.4
COc1ccc(C(NC(=O)CC(C)C)NC(=O)CC(C)C)cc1OC	4.8	91.6	-0.739	13.1	93.1	102.1	-10.0	9.0	-7.4
O=c1c2c(nc3c(-c4ccccc4)c[nH]n13)CCC2	7.2	79.7	0.911	3.4	84.6	86.7	3.0	15.5	-3.7
COc1ccc(C(F)(F)F)cc1N/C=C\c1nnnn1-c1ccccc1	-3.7	.	0.13	13.3	.	.	-10.0	-2.6	-3.6
CCOC(=O)N1CCN(C(=O)C2CCN(Cc3nc(-c4ccccc4C)oc3C)CC2)CC1	4.7	84.2	.	1.8	88.9	91.4	3.0	3.2	-2.8
CCOC(=O)N1CCC(N(CCCOC)C(=O)Nc2cccc(OC)c2)CC1	2.6	91.5	-0.38	16.7	53.0	96.1	4.0	19.3	-3.2
Cc1ccnc(NS(=O)(=O)c2ccc(NC(=O)C34CC5CC(C)(CC(C)(C5)C3)C4)cc2)n1	0.0	100.6	2.77*	-6.2	96.0	104.8	-9.0	-18.4	-2.8
Cc1ccc(C(=O)OCc2ccc3c(c2)OCO3)cc1S(=O)(=O)N1CCCCC1	-5.8	90.6	0.205	16.6	85.8	108.8	-19.0	-10.6	-3.6
COc1ccc(CCn2nnnc2C(C(C)C)N2CCN(c3ncccn3)CC2)cc1OC (configuration not stated)	-1.2	105.5	.	35.5*	93.9	99.4	1.0	19.2	-9.3
COc1ccc(OC)c(-n2c(SC)nnc2-c2c[nH]c3ccccc23)c1	0.3	96.1	0.74	-3.7	60.0	95.9	-8.0	-10.2	-2.7
O=C(CCN1CCCCC1)NCC1OCCc2ccccc21 (configuration not stated)	4.2	94.8	0.939	-15.7	96.2	98.5	1.0	16.0	-5.8
Cc1nc(N(C)C)c2sc(=S)n(C)c2n1	6.6	111.9	-1.51	6.5	91.1	102.0	2.0	-4.9	3.0
c1ccc2c(-c3nc(C4CCCCC4)no3)cc(-c3ccncc3)nc2c1	8.3	73.4	1.18	28.0	89.5	85.2	-10.0	-16.0	1.0
COc1ccc(-c2nc(CS(=O)(=O)CC(=O)NCCc3cc(OC)ccc3OC)c(C)o2)cc1	4.2	89.2	-0.0121	9.5	89.6	.	-8.0	1.0	-3.2

Printed as active in DAT uptake mod, among the entries above:
Compound	PostGolgi yeast	DAT uptake mod	S1P2 blocker	S1P2 ag
Cc1ccnc(NS(=O)(=O)c2ccc(NC(=O)C34CC5CC(C)(CC(C)(C5)C3)C4)cc2)n1	0.0	2.77*	-18.4	-2.8

(list continues)
SMILES	PostGolgi yeast	HUVEC prolif 384	DAT uptake mod	PostGolgi ctrl	H69AR inhibit	Lung fibro prol	E coli WT exp	S1P2 blocker	S1P2 ag
CS(=O)(=O)c1ccc2nc(NC(=O)Oc3ccccc3)sc2c1	-0.3	88.7	-1.82	6.8	90.3	102.7	-5.0	15.2	-7.2
O=C1CS/C(=N\C(=O)N2c3ccccc3Sc3ccccc32)N1	-8.7	101.9	-0.0348	0.8	99.1	108.1	-2.0	7.1	-6.2
CCCCCCCC(=O)N/N=C/c1ccc(Br)cc1	-1.1	.	0.0394	13.3	.	.	7.0	7.9	-6.8
CCC12CC3CC(C1)CC(C(=O)O)(C3)C2	-1.2	91.9	-1.13	18.3	90.2	94.2	-5.0	-8.2	-4.2
CCc1c(C)nc2[nH]nc(-c3ccccc3C)n2c1=O	11.1	97.0	-1.01	12.0	.	111.6	-13.0	-13.3	0.7
CCOC(=O)c1c(C)[nH]c(C)c1C(=O)COC(=O)C1CCCN1S(=O)(=O)c1ccccc1F (configuration not stated)	14.0	94.5	-0.105	-3.7	97.1	.	-3.0	14.7	-11.0
O=C1CCCN1C(=O)CCC(=O)N1CCCC1=O	-1.9	108.1	-0.0544	12.0	91.6	109.1	0.0	10.6	-3.8
Cc1onc(-c2ccccc2Cl)c1C(=O)Nc1cccc(-c2nc3ncccn3c2C)c1	1.4	.	1.35	7.2	.	.	-19.0	6.8	1.1
Cc1cc(C)nc(SCCC(=O)Nc2ccccc2)n1	2.6	.	-0.308	-3.0	.	.	1.0	-3.7	-6.9
COc1ccc(-c2nn3c(-c4ccco4)nnc3s2)cc1OC	10.9	.	0.111	30.7*	.	.	-1.0	-15.8	-0.4
CCCCCCOC(=O)C(C#N)c1nc2ccccc2nc1N1CCN(C)CC1 (configuration not stated)	6.8	5.8*	0.912	13.0	3.6*	85.3	17.0	16.5	-6.3
O=C(O)C1C(c2ccccc2)C(C(=O)OCCCO)C1c1ccccc1 (configuration not stated)	-16.4	96.9	-0.936	10.9	99.3	94.1	0.0	12.2	-2.3
O=C(NCc1cccs1)c1cnc2ccccn2c1=O	4.2	98.7	0.00793	4.7	92.1	115.5	7.0	-18.5	-8.0
CCOC(=O)c1ccc(NC(=O)N2CCN(Cc3cccc(F)c3)CC2)cc1	0.6	97.9	-0.958	4.3	71.1	110.5	6.0	6.5	-5.5
CCN(CC)C(=O)CSc1nnc2sc3ccccc3n12	.	94.5	0.995	.	86.8	94.0	.	.	.
CS(=O)(=O)c1ccc(N)cc1	8.0	98.1	-0.211	-0.6	99.1	101.5	4.0	14.5	-2.5
CS(=O)(=O)N(CC(=O)NCC1CCCO1)c1cc(Cl)cc(Cl)c1 (configuration not stated)	1.4	98.8	-0.594	8.9	108.3	97.9	-4.0	1.5	-2.0
COc1ccccc1NC(=O)CN1C(=O)C(C)Oc2ccccc21 (configuration not stated)	-3.8	86.9	0.554	-3.2	91.7	98.8	7.0	2.7	-5.9
COc1ccc(-c2cn3cccnc3n2)cc1NC(=O)C1CC1	4.2	.	-0.0684	4.1	.	.	-2.0	8.7	-6.5
COc1ccc(-c2cc(C(F)(F)F)n3ncc(C(=O)NCC4CCCO4)c3n2)cc1OC (configuration not stated)	1.7	.	-0.249	-0.7	.	.	-7.0	-15.3	-0.1
CCOC(=O)CSc1ncc(-c2ccccc2)nn1	3.4	90.0	0.459	13.8	108.2	94.1	6.0	-5.2	-2.4
Cc1nn(CC(N)=O)c(=O)c2ccccc12	-2.4	99.8	-0.404	2.4	94.2	96.9	-3.0	14.6	-0.1
CCOc1c(Cl)cnn(-c2ccc(C)cc2)c1=O	2.4	.	0.479	3.1	.	.	3.0	15.0	-3.9
CC(NC(=O)c1ccccc1Cl)c1nnc(SCC(=O)Nc2ccc(C(=O)O)cc2)n1C (configuration not stated)	.	96.7	-1.02	.	98.9	96.4	.	-15.4	-3.7
COc1ccccc1N1CCN(c2nc(-c3ccccc3)cc(C(F)(F)F)n2)CC1	1.1	116.2	-0.256	0.8	93.0	103.7	-3.0	3.0	-4.6
COc1ccc(CCNS(=O)(=O)c2ccc(C(=O)NCc3ccco3)cc2)cc1OC	-2.6	82.2	0.148	-6.5	71.6	96.7	-3.0	5.1	-1.9
CCCNS(=O)(=O)c1ccc(CCC(=O)N2CCN(CC)CC2)cc1	1.1	99.5	-0.411	1.5	100.1	104.8	-11.0	15.5	-5.1
CC(/C=N/NC(=O)Cc1cccn1C)=C\c1ccco1	27.0	.	0.505	0.9	.	.	5.0	-15.8	0.5
COC(=O)Cc1c(C)c2ccc(OCC(C)=O)c(C)c2oc1=O	10.2	97.8	-0.723	2.2	67.0	98.6	2.0	6.8	0.0
COc1ccc(NC(=O)COC(=O)c2c(C)noc2C)c(OC)c1	-8.4	93.5	-1.32	23.4	89.9	101.8	-3.0	1.7	-2.4
CC(=O)OCCOc1nc(N(C)C)nc(N(C)C)n1	6.1	102.0	-0.417	1.2	100.4	98.0	-1.0	-4.5	-5.8
CCOCCCNC(=O)c1cccs1	-4.7	103.8	-1.76	-2.6	91.8	102.8	7.0	13.0	-3.8
CCOC(=O)N1CCN(C(=O)c2ccc3c(SCC(=O)O)c4c(nc3c2)CCCC4)CC1	11.2	101.9	0.492	19.9	97.0	93.1	3.0	10.3	-3.8
NC(=S)N/N=C/c1ccc(-c2cc(Cl)ccc2Cl)o1	19.1	.	-1	93.5*	.	.	0.0	-8.4	-0.3
CCCOc1ccc(C2C(C(=O)c3ccc(C)o3)=C(O)C(=O)N2CCCn2ccnc2)cc1 (configuration not stated)	.	102.7	0.735	.	108.1	99.8	.	0.0	-10.9
N#C/C(=C(/O)COC(=O)CCC1CCCCC1)c1nc2ccccc2[nH]1	2.9	73.8	0.0477	2.4	24.6*	59.5	-9.0	2.6	-2.7
COc1ccc(-c2cc(OC)c3c(C)oc(C)c3c(=O)c2)cc1OC	-3.8	86.4	0.927	4.7	57.7	92.4	-10.0	3.3	-1.9
COC(=O)c1[nH]c2ccc(F)cc2c1NC(=O)C1=COCCO1	-9.6	92.9	0.25	11.3	93.1	94.6	4.0	-11.3	-1.2
O=C(Cn1nnc(-c2ccccc2)n1)NCc1ccccc1	-1.4	104.7	1.66	13.1	103.9	98.0	5.0	7.4	-6.2
CCOc1ccccc1N1CCN(c2nc(N)c(C#N)c(CC#N)c2C#N)CC1	-8.8	87.1	1.84	11.8	20.1*	94.6	-3.0	-6.4	1.3

Nothing new here: 4 of the compounds above.
SMILES	PostGolgi yeast	HUVEC prolif 384	DAT uptake mod	PostGolgi ctrl	H69AR inhibit	Lung fibro prol	E coli WT exp	S1P2 blocker	S1P2 ag
CCOC(=O)CSc1ncc(-c2ccccc2)nn1	3.4	90.0	0.459	13.8	108.2	94.1	6.0	-5.2	-2.4
Cc1nn(CC(N)=O)c(=O)c2ccccc12	-2.4	99.8	-0.404	2.4	94.2	96.9	-3.0	14.6	-0.1
CCOc1c(Cl)cnn(-c2ccc(C)cc2)c1=O	2.4	.	0.479	3.1	.	.	3.0	15.0	-3.9
CC(NC(=O)c1ccccc1Cl)c1nnc(SCC(=O)Nc2ccc(C(=O)O)cc2)n1C (configuration not stated)	.	96.7	-1.02	.	98.9	96.4	.	-15.4	-3.7

Reprinted at random: 2 compounds from above.
SMILES	PostGolgi yeast	HUVEC prolif 384	DAT uptake mod	PostGolgi ctrl	H69AR inhibit	Lung fibro prol	E coli WT exp	S1P2 blocker	S1P2 ag
CC(NC(=O)c1ccccc1Cl)c1nnc(SCC(=O)Nc2ccc(C(=O)O)cc2)n1C (configuration not stated)	.	96.7	-1.02	.	98.9	96.4	.	-15.4	-3.7
CCOc1c(Cl)cnn(-c2ccc(C)cc2)c1=O	2.4	.	0.479	3.1	.	.	3.0	15.0	-3.9

Not a hit list; overall some 11% were active at least once.
